Assay outcomes (PubChem BioAssay)
RAD54 inh = RAD54 (human) branch migration inhibition. inhibition, % at 10.4 µM. Q92698. hit rate 0.14% among 360,000. AID 602329. RAD54 Holliday junction branch migration, FAM/BHQ fluorescence;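 active = mean normalized replicate activity at least 40 and at least half of replicates scoring 40 or more; inconclusive = only one of the two criteria met; inactive = mean below 40 and under half of replicates reaching 40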;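 also: 0% = median of neutral control wells and 100% = median of positive control wells; inhibitors cause a drop in the FAM fluorescence signal; in these data hits start at about 50%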
esBAF inh = inhibitors of esBAF chromatin remodeling in mouse ES cells; Bmi1-luciferase knock-in reporter, 24 h; 100% = twice the neutral-well signal; reporter increase, % at 12.5 µM; hit rate 2% among 350,000; in the data active = activation above about 40%; inconclusive = no clear call, values can overlap the other calls;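 also: 0% = median of the plate's neutral control wells and 100% = double that signal; a rise in the Bmi1 reporter signal indicates esBAF inhibition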
PglD DTNB = PglD (C. jejuni) enzyme inhibition; purified PglD enzyme, DTNB colorimetric CoA detection; inhibition, % at 12.5 µM; hit rate 0.098% among 360,000; AID 602405; in the data active = inhibition above about 16%, passing the limit was not always enough; inconclusive = no clear call, values can overlap the other calls; also: strong numbers were not always called active
Casp6 inh = inhibitors of human caspase-6 | P55212 | purified caspase-6, Z-VEID-R110 cleavage fluorescence | inhibition, % at 12.5 µM | hit rate 0.53% among 350,000;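 active = mean inhibition across replicates at least about 35%, with every replicate also reaching that limit, limit read from the data; inconclusive = only one of the two criteria met; inactive = neither criterion met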;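 also: 0% = median of neutral control wells and 100% = no fluorescence left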
Target sequence (P55212 24-179 limits assumed): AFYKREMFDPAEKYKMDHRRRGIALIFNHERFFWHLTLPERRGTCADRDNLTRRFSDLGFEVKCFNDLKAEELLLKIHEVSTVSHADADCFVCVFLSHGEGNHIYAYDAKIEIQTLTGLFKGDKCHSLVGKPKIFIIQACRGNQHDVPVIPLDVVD
Target sequence (P55212 194-293 limits assumed): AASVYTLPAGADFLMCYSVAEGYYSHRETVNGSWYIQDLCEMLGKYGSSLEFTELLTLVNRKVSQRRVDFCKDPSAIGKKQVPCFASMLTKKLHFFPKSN
ARNT TACC3 PPI = disrupts binding between human ARNT and TACC3. Q9Y6A5. AlphaScreen His-ARNT PAS-B/GST-TACC3 binding, luminescence; TACC3 fragment carries E629A point mutation. inhibition, % at 9.99 µM. hit rate 0.66% among 390,000. AID 623870;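 active = mean inhibition of replicates at least 50% and at least half of replicates each reaching 50%; inconclusive = half or more replicates reach 50% but mean below 50%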;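 also: 0% = complete ARNT plus TACC3 wells and 100% = ARNT alone without TACC3; many hits fall short of the cut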
E-sel inducer = induces E-selectin expression in human endothelial cells; P16581; HUVEC E-selectin immunofluorescence imaging; normalized: neutral wells 0, TNF-alpha wells 100; activation, % at 7.58 µM; hit rate 0.37% among 260,000;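 active = mean E-selectin-positive cell signal at least 10% of the positive control, reached in at least 60% of replicates, without over 20% cell loss; inconclusive = no rule given, readout overlaps actives, possibly toxicity-flagged; inactive = the rest, including those meeting only one limit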;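 also: in these data hits start at about 27%; measured in HUVEC primary endothelial cells; signal is the percent of cells scored E-selectin positive by PE staining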
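Read-out basis: % PE-positive cells; Test system: HUVEC primary endothelial cells; Technique: immunofluorescence imaging; Dosing: single-point compound dose.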
ERp5 inh = blocks human ERp5 reductase activity on insulin; Q15084; ERp5 insulin aggregation, absorbance 650 nm, 90 min; inhibition, % at 9.99 µM; hit rate 0.05% among 350,000; AID 651711;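 active = mean replicate inhibition above about 25%, with every replicate also reaching it, limit read from the data, passing the limit was not always enough; inconclusive = only one of those two criteria met; inactive = neither criterion met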
RAD52 inh = blocks human RAD52 DNA annealing; P43351; recombinant RAD52 DNA annealing, FRET fluorescence; inhibition, % at 18.7 µM; hit rate 0.46% among 360,000; AID 651710;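 active = every replicate showing at least 50% inhibition; inconclusive = mean inhibition at least 50% but not in every replicate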
Target sequence (P43351 whole entry, looked up): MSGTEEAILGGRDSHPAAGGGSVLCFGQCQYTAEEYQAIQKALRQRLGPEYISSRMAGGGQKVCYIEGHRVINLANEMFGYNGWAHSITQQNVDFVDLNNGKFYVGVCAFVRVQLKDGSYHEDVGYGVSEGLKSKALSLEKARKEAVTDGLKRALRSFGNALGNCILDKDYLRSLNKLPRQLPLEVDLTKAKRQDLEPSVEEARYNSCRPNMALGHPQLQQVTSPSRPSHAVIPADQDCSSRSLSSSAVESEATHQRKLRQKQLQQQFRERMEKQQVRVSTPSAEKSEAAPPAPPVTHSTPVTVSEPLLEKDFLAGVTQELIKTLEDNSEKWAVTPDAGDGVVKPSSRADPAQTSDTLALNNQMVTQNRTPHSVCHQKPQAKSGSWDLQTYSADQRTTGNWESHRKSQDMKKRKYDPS
The depositor's hits bear a star; ? = inconclusive; / = no result given.

SMILES | RAD54 inh | esBAF inh | PglD DTNB | Casp6 inh | ARNT TACC3 PPI | E-sel inducer | ERp5 inh | RAD52 inh
Cc1nn(C)cc1NC(=O)C[C@@H]1CC[C@H]2[C@@H](COc3ccc(NC(=O)NC(C)C)cc3C(=O)N2C)O1 | -4 | 2 | -3 | 3 | 0 | 0.0 | 12 | 9
Cc1cccc(C)c1OCc1nc2ccccc2c(=O)n1/N=C/c1c[nH]c2ccccc12 | / | / | / | -3 | 6 | 0.1 | 4 | -10
C[C@@H]1CN([C@@H](C)CO)C(=O)Cc2cc(NC(=O)Nc3ccc(F)cc3)ccc2O[C@H]1CN(C)S(=O)(=O)c1ccc(F)cc1 | -15 | 3 | -6 | / | 25 | -0.1 | 3 | 0
Cc1nn(Cc2ccccc2)c(Cl)c1C(=O)OCc1nnc(-c2ccc(Cl)cc2)o1 | 2 | -6 | 6 | / | 0 | / | / | /
CN(C)C(=O)C[C@H]1CC[C@@H]2[C@H](COC[C@H](O)CN2CC2CCOCC2)O1 | -1 | 3 | 1 | 1 | 16 | 0.0 | 0 | -8
Nc1nc(SCC(=O)Nc2ccc([N+](=O)[O-])cc2)n[nH]1 | / | / | / | 0 | -1 | -1.4 | -2 | -7
O=C(/C=C/c1ccccc1F)N1CCN(c2ccccn2)CC1 | -11 | 8 | -2 | 0 | -1 | 0.0 | 3 | -4
CC(C)c1c(C(=O)N/N=C/c2ccc(Cl)cc2Cl)nnn1-c1nonc1N | -5 | 8 | 3 | -3 | -20 | / | / | 1
C[C@@H]1CCCCO[C@H](CN(C)C(=O)Nc2ccc3c(c2)OCO3)[C@@H](C)CN([C@H](C)CO)C(=O)c2cc(NS(=O)(=O)c3cn(C)cn3)ccc2O1 | -7 | 1 | 1 | 6 | 8 | -0.1 | -17 | 11
Cc1cccc(CCNC(=O)c2nnc(Cc3ccc(Cl)cc3)o2)c1 | -6 | -14 | -2 | -1 | 26 | / | -10 | -15
Clc1ccc(-c2cn3cc(Br)ccc3n2)cc1Cl | / | / | / | -1 | -3 | 0.0 | 1 | -10
Cc1noc(C)c1S(=O)(=O)N(C)C[C@H]1Oc2ccc(NC(=O)C3CC3)cc2CC(=O)N([C@@H](C)CO)C[C@@H]1C | 4 | 0 | 2 | 1 | -4 | ? | -1 | 1
COC/C=C/C1=CC(=O)C[C@H](c2ccc3c(c2)OCO3)C1 | 4 | 2 | -2 | -2 | -1 | -0.1 | 0 | -65
CCCCC(=O)NC(=S)Nc1cccc(Cl)c1N1CCCCC1 | 13 | / | 1 | 5 | 8 | -1.0 | -1 | 1
CCCN1[C@@H]2c3ccc(C4=CCCC4)c(=O)n3C[C@H]1[C@H](CO)[C@H]2C(=O)NCCOC | 0 | -1 | 1 | -2 | -5 | -0.1 | -2 | -25
O=C(C[C@@H]1CC[C@H](NC(=O)Cc2ccccn2)[C@H](CO)O1)NCCc1ccncc1 | 3 | -5 | 7 | 0 | 5 | -0.1 | -4 | -13
CC(OC(=O)c1ccc(-n2cnnn2)cc1)C(=O)NCc1ccccc1 (centres undefined) | -12 | -10 | 0 | 1 | -3 | / | 2 | -8
CN(C)Cc1ccccc1CNC(=O)c1ccc(Cl)c(S(=O)(=O)NC2CC2)c1 | -26 | 0 | 2 | 1 | / | 0.1 | -2 | -1
CN(C)c1nc(OCCNC(=O)COc2ccc(Cl)cc2Cl)nc(N2CCOCC2)n1 | -19 | 2 | 7 | / | -1 | / | / | /
CCCCCCCCOc1ccc(C2CC(=O)NC2=O)cc1 (centres undefined) | -22 | 4 | -8 | 1 | -7 | / | 2 | -199
Cc1cc(C(=O)OCC(=O)NCc2ccco2)c(C)n1-c1ccc(F)cc1 | -4 | 0 | -2 | / | 1 | / | / | /
COc1ccc(NC(=O)Nc2ccc3c(c2)CCC3)cc1 | -5 | 52* | 8 | 0 | / | 0.1 | 3 | -11
COc1cc(C2=NOC(C(=O)NC3CCCCC3)C2)cc(OC)c1OC (centres undefined) | 9 | -3 | -2 | / | -10 | / | / | /
CCCCn1c(N)c(N(CC)C(=O)CSCC(=O)Nc2ccc(OC)cc2)c(=O)[nH]c1=O | -2 | -2 | -4 | -2 | -15 | 0.9 | -2 | -17
COCCNC(=O)[C@H]1[C@H](CO)[C@H]2Cn3c(ccc(-c4ccc(OC)cc4)c3=O)[C@@H]1N2C(=O)NC(C)C | 8 | 2 | 1 | -1 | -2 | -0.2 | 6 | 4
SMILES | RAD54 inh | esBAF inh | PglD DTNB | Casp6 inh | ARNT TACC3 PPI | E-sel inducer | ERp5 inh | RAD52 inh
CC(C)NC(=O)N(C)C[C@@H]1OCCCC[C@H](C)Oc2ccc(NS(=O)(=O)c3cn(C)cn3)cc2C(=O)N([C@@H](C)CO)C[C@@H]1C | 2 | 0 | -4 | 4 | 5 | / | -6 | 10
COc1ccc(-c2cc(C(=O)N3CCCCC3)c3ccccc3n2)cc1OC | 0 | -1 | -1 | 0 | 18 | 0.3 | 0 | -2
C[C@@H]1CCCCO[C@H](CN(C)CC2CCCCC2)[C@H](C)CN([C@@H](C)CO)C(=O)c2cc(NS(C)(=O)=O)ccc2O1 | 7 | 0 | -2 | 2 | 5 | 0.2 | 3 | 6
Cc1ccc(S(=O)(=O)N2CCC(=O)N([C@H](COCc3ccc(Cl)cc3Cl)Cc3ccccc3)CC2)cc1 | / | / | / | 0 | / | -3.0 | 3 | -23
COc1ccccc1-c1ccc([C@H]2[C@@H](C#N)N(C(=O)C3CC3)[C@H]2CO)cc1 | -4 | 9 | 0 | 3 | -5 | 0.1 | ? | -29
CCOC(=O)C1C(=O)C=C(Nc2ccccc2F)CC1c1ccccc1 (centres undefined) | / | / | / | 1 | -5 | -1.8 | -1 | -25
Cc1ccc(-c2cnc3c(c2)C(=O)N([C@@H](C)CO)C[C@@H](C)[C@@H](CN(C)C(=O)c2ccccc2)O3)cc1 | -7 | 1 | -2 | -2 | 3 | 0.2 | -5 | -1
C/C=C/c1ccc([C@H]2[C@@H](CO)N[C@@H]2CNC(=O)Cc2ccccc2)cc1 | / | / | / | 0 | / | 0.0 | 0 | -32
CCN(C(=O)COC(=O)CNC(=O)c1ccc(F)cc1)C1CCS(=O)(=O)C1 (centres undefined) | / | / | / | 1 | -3 | / | 2 | -24
Cc1ccc(NC(=O)C2CCCN(S(=O)(=O)c3c(C)noc3C)C2)c(Br)c1 (centres undefined) | 8 | -1 | -4 | 7 | / | / | -4 | -14
Cc1cccc(-n2c(C)cc(/C=N/NC(=O)c3ccc(CN4CCOCC4)cc3)c2C)c1 | -4 | 1 | -20 | -2 | -2 | / | 1 | -2
CCC(=C(c1ccc(O)cc1)c1ccc(OCCN(C)C)cc1)c1ccccc1 | 8 | 2 | -4 | -6 | / | 0.1 | 0 | 27
COCCC(=O)Nc1ccc2c(c1)CN(C(=O)CCSC)CC2 | -2 | 1 | -3 | 1 | -4 | -1.3 | -2 | -11
CCN1CC(CN(C)Cc2cn(-c3cccc(C)c3)nc2-c2cccc(F)c2)CC1=O (centres undefined) | -14 | 16 | -1 | 4 | 4 | 3.6 | 2 | -11
CN(CC(=O)Nc1ccc(F)cc1)C(=O)c1ccc(OCc2cn3ccccc3n2)cc1 | / | 12 | / | 2 | / | / | 0 | -5
Cc1ccc(-c2nnn(CC(=O)N3c4ccccc4CCc4ccccc43)n2)cc1 | 3 | -5 | -2 | -6 | 1 | / | -2 | -16
O=C1C=C(c2cccc3c2oc2ccccc23)CCC1 | -8 | 8 | -2 | -2 | / | 0.2 | 5 | 8
NC(=S)NN=C1CCSCC1 | -7 | 0 | 1 | -2 | -5 | -0.2 | 3 | 14
CC=Cc1ccc2n(c1=O)C[C@H]1[C@H](CO)[C@@H](C(=O)N(C)C)N(CC3CCCCC3)[C@@H]21 (mixture of isomers) | -15 | 4 | -3 | -1 | 6 | 0.0 | -3 | -21
CCCN1CCCCC(NC(=O)c2ccc(-c3ccccc3)cc2)C1=O (centres undefined) | / | / | / | 3 | / | 0.6 | 1 | -33
CCc1ccc(NC(=O)CCNC(=O)Cn2cnc3ccccc3c2=O)cc1 | -11 | -1 | 3 | -1 | 1 | 2.2 | -2 | -4
Cn1cc(C(=O)C(=O)N2CCCC2)c2ccccc21 | 1 | 14 | -3 | -1 | 1 | -0.1 | -10 | -9
Cc1nnc(SCC(=O)NCC(=O)Nc2ccc(F)c(F)c2F)n1N | 0 | -10 | 5 | -2 | -8 | 0.0 | 4 | -1
Cc1sc2nc(CN(C(=O)c3cccs3)C3CCCC3)[nH]c(=O)c2c1C | -10 | 5 | 1 | / | 5 | / | / | /
Cc1ccccc1C(=O)NNC(=S)Nc1cccc(C(F)(F)F)c1 | -9 | 7 | -8 | -3 | 5 | -0.6 | 1 | -7
SMILES | RAD54 inh | esBAF inh | PglD DTNB | Casp6 inh | ARNT TACC3 PPI | E-sel inducer | ERp5 inh | RAD52 inh
C[C@@H]1CN([C@H](C)CO)C(=O)Cc2cc(N(C)C)ccc2O[C@H]1CN(C)Cc1ccc2c(c1)OCO2 | -9 | -5 | 0 | -2 | 0 | 0.1 | -7 | 6
CCc1ccc(NCCC(=O)c2ccc(Br)cc2)cc1 | / | / | / | 0 | -2 | / | 4 | -4
Cc1ccc2c(C(=O)CN3CCCC(C)C3)c(C)[nH]c2c1 (centres undefined) | 0 | 2 | -2 | 0 | -7 | -0.1 | -3 | -1
CSc1nc2cc(C)nn2c(-c2ccccc2Cl)c1C#N | / | / | / | 2 | -29 | -1.7 | -1 | -3
O=C(CN1C(=O)c2cccnc2Oc2ccc(Cl)cc21)NC1CCCCC1 | -2 | -17 | -6 | -2 | 21 | -0.1 | -5 | -4
O=C(Nc1ccccc1C(F)(F)F)c1cc2ccccc2o1 | -5 | 52* | 5 | 1 | 8 | / | -1 | -9
CN(C)c1cccc(C(=O)OCC(=O)Nc2ccccc2Cl)c1 | 1 | 18 | 5 | 0 | -13 | 0.2 | 3 | -14
COc1ccc(NC(c2ccccc2)c2ccncc2)cc1 (centres undefined) | -7 | -9 | -4 | 1 | 3 | 0.2 | 0 | 6
CO[C@H]1CN(C)C(=O)c2cc(NC(=O)NC(C)C)ccc2OC[C@H](C)NC[C@@H]1C | 13 | -1 | 1 | / | 11 | -0.1 | / | /
Cc1ccc(S(=O)(=O)NN=C2CC3CCC2(C)C3(C)C)cc1 (centres undefined) | -5 | 1 | 4 | 3 | -12 | -0.6 | 3 | -14
CO[C@@H]1CN(C)C(=O)c2cc(NC(=O)C3CCCCC3)ccc2OC[C@H](C)N(C(=O)c2ccccc2)C[C@H]1C | -2 | 2 | 3 | / | 32 | 0.1 | -8 | -15
CC1(C)CC(=O)C2=C(C1)N(c1ccc(F)cc1)C(=O)CC2c1cccnc1 (centres undefined) | -9 | -4 | 0 | -1 | -6 | 0.0 | 4 | -11
O=C(C1CCOCC1)N1C[C@H]2[C@@H](c3ccccc31)[C@H](CO)N2C(=O)Cc1ccccn1 | 0 | 3 | 3 | -1 | 7 | 0.2 | -4 | -2

Laid out differently: 4 of the compounds above
Second line of a record – RAD54 inh, esBAF inh, PglD DTNB, Casp6 inh, ARNT TACC3 PPI, E-sel inducer, ERp5 inh, RAD52 inh
C[C@@H]1CN([C@H](C)CO)C(=O)Cc2cc(N(C)C)ccc2O[C@H]1CN(C)Cc1ccc2c(c1)OCO2
    -9, -5, 0, -2, 0, 0.1, -7, 6
CCc1ccc(NCCC(=O)c2ccc(Br)cc2)cc1
    /, /, /, 0, -2, /, 4, -4
Cc1ccc2c(C(=O)CN3CCCC(C)C3)c(C)[nH]c2c1 (centres undefined)
    0, 2, -2, 0, -7, -0.1, -3, -1
CSc1nc2cc(C)nn2c(-c2ccccc2Cl)c1C#N
    /, /, /, 2, -29, -1.7, -1, -3
